# From PubChem BioAssay
# CR mimetic SO: caloric restriction mimetics inhibiting age-related superoxide in yeast; S. cerevisiae aged cells, superoxide DHE fluorescence; stronger effect = lower value; AID 2690; superoxide response (% of plate mean), % at 10 µM; hit rate 0.18% among 330,000;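 active = superoxide response under a set limit, about three screen SD below normal, cut at about 65% in these data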;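 also: yeast aged for seven days with compound at 30 °C before DHE staining; 100% = average MFI of all compound-treated wells on the plate with controls excluded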
# AGP1-GFP MLPCN: alters AGP1-GFP fluorescence in TOR pathway yeast screen | hit rate 0.02% among 320,000 | GFP response vs DMSO, % at 10 µM | AID 2066 | S. cerevisiae AGP1-GFP multiplex flow cytometry, 3 h; GFP as percent of DMSO wells;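 active = GFP response relative to DMSO above a set limit, near screen average plus 3 SD, cut at about 150% in these data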;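 also: median GFP channel fluorescence of the gated AGP1 strain per well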
# GRK2 inh: blocks RNA aptamer binding to human GRK2 | hit rate 0.59% among 330,000 | inhibition of aptamer binding, % at 10 µM | AID 488847 | P25098 | bead flow cytometry, FAM-aptamer displacement from GRK2;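 active = inhibition of aptamer binding above 40%, roughly 3 SD of noise, on plates passing a quality check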;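 also: median bead fluorescence of bound FAM aptamer so fluorescent compounds give negative values; no value below 0 was filed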
# CIT2-GFP yeast: alters CIT2-GFP fluorescence in TOR pathway yeast screen; S. cerevisiae CIT2-GFP strain, flow cytometry, 3 h; 100 means same as DMSO wells; GFP response vs DMSO, % at 10 µM; hit rate 0.065% among 320,000; AID 2029;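 active = GFP response relative to DMSO above a set limit, near the screen mean plus 3 SD, cut at about 150% in these data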;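 also: ratio of well median GFP fluorescence to mean of DMSO wells on the plate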
# MEX-5 binding: C. elegans MEX-5 TCR-2 RNA binding activity | activity score (negative = inhibition of binding), % at 10 µM | Q9XUB2 | hit rate 0.38% among 300,000 | MEX-5/FITC-TCR2 RNA binding, fluorescence polarization; stronger effect = lower value;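 active = inhibition past about -25% in most replicates, and total fluorescence under double the plate's negative control median, limit read from the data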;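 also: 0% = DMSO and -100% = 5 µM competing unlabeled TCR2 RNA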
# VLA-4 inh: inhibition in a human VLA-4 binding assay | hit rate 0.2% among 330,000 | P13612 | VLA-4 expressing cells, ligand binding flow cytometry | inhibition, % (about 7 µM as worked out from the volumes in the protocol); in the data active = inhibition above about 50%
# GLD-1 RNA inh: GLD-1-TGE RNA interaction inhibition (C. elegans) | Q17339 | purified GLD-1 + fluorescein TGE RNA, fluorescence polarization | hit rate 0.44% among 320,000 | inhibition, % at 5.96 µM | AID 2280;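 active = percent inhibition above a per-plate cutoff, the plate mean of test compounds plus 3 SD, cut at about 30% in these data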;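 also: 0% = DMSO wells with GLD-1 and probe and 100% = wells lacking GLD-1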
# Target sequence (Q17339 whole entry, looked up): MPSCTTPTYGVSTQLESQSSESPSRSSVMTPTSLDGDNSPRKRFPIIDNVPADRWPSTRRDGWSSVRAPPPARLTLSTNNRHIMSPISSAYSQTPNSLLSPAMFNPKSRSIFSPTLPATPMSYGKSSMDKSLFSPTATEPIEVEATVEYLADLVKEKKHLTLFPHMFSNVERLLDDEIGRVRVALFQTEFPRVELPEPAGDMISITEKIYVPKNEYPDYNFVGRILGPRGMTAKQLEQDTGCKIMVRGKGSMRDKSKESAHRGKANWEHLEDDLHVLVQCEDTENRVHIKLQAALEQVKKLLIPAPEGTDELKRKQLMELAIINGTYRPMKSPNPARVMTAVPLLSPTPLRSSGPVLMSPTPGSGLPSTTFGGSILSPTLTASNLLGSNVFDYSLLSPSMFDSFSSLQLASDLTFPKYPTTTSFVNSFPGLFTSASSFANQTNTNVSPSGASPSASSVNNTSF
# MCL1 BIM primary: disrupts human MCL1 binding to BIM-BH3 peptide | inhibition, % at 10.9 µM | hit rate 0.68% among 320,000 | GST-MCL1 / FITC-Bim-BH3 fluorescence polarization;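 active = inhibition above the mean inhibition of all tested compounds plus 3 SD, set per campaign, cut at about 40% in these data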;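 also: 0% = DMSO wells and 100% = unlabeled Bim-BH3 peptide control; higher means more loss of mP so more displacement of Bim peptide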
# Target sequence (Q07820 whole entry, looked up): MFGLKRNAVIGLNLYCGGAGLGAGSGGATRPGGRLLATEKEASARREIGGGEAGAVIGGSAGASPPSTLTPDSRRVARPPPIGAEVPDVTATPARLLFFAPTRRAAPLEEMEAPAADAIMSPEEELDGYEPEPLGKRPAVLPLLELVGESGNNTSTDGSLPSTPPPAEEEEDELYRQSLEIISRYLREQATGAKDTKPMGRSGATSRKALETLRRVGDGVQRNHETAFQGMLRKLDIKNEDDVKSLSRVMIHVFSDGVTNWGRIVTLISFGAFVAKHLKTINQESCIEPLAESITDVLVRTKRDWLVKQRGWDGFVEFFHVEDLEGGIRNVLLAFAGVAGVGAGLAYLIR
# BCLXL inh: Bcl-xL (human) inhibition; Q07817; GST-Bcl-xL / FITC-Bim BH3 peptide fluorescence polarization; inhibition, % at 10.9 µM; hit rate 0.7% among 320,000; AID 2129;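 active = inhibition above the mean of all tested compounds plus 3 SD, cutoff set per campaign, cut at about 30% in these data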;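 also: 0% = DMSO wells and 100% = unlabeled Bim-BH3 peptide competitor; inhibitors lower millipolarization by displacing the labeled peptide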
# Target sequence (Q07817 whole entry, looked up): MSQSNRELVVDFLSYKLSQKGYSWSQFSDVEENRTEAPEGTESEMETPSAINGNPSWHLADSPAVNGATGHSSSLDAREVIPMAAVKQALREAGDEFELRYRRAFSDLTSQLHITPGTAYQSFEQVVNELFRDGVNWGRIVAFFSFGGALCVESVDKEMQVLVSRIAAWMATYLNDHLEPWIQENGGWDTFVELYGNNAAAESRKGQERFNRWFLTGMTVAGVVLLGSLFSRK
# Starred values were filed as active, the others as inactive; nt = no result given; [ ] = remark or other dose.
nr	SMILES	CR mimetic SO	AGP1-GFP MLPCN	GRK2 inh	CIT2-GFP yeast	MEX-5 binding	VLA-4 inh	GLD-1 RNA inh	MCL1 BIM primary	BCLXL inh
1	CCCN(C(=O)COC(=O)C12CCC(=O)N1c1ccccc1S2)c1c(N)n(Cc2ccccc2)c(=O)[nH]c1=O (centres undefined)	92	95	3	nt	-0.6	1	11	0	1
2	COc1cccc(N2CCN(c3ccc4nnc(CCC(=O)Nc5cccc(C(C)=O)c5)n4n3)CC2)c1	141	98	0	102	-0.2	5	4	11	6
3	O=C(Oc1ccc2c3c(c(=O)oc2c1)CCC3)c1ccccc1[N+](=O)[O-]	96	99	0	101	-1.3	-19	0	10	7
4	Cc1ccc(S(=O)(=O)N2CCC(=O)N(CCOCc3ccc(F)cc3)CC2)cc1	89	75	9	68	1.9	-8	6	5	1
5	CCOc1ccc(S(=O)(=O)N(CC(=O)N2CCc3ccccc32)Cc2ccco2)cc1	109	97	0	91	1.5	11	-6	-14	-3
6	CC/C(=N\NC(N)=O)c1ccc(OC)c(OC)c1	98	107	0	109	-0.4	4	3	-3	5
7	O=C(CN1C(=O)NC2(CCCC2)C1=O)OCCOc1ccc(Cl)cc1Cl	106	104	0	101	-1.6	-1	-13	6	0
8	COc1ccc(NCc2ccc([N+](=O)[O-])s2)cc1	88	92	1	92	-2.7	0	-12	-13	-3
9	Cc1ccc(O)c(NC(=S)NC(=O)COc2ccc(Br)cc2)c1	121	95	0	97	0.6	-10	0	6	3
10	O=C(Nc1ccccc1N1CCN(C(=O)c2ccccc2)CC1)c1ccc(Br)o1	106	108	3	103	1.2	3	-1	-2	8
11	COc1cc(-c2cc(C(=O)NN3CCN(C)CC3)c3ccccc3n2)cc(OC)c1OC	83	104	0	105	0.8	7	3	-24	-17
12	CC1CCCCC1NC(=O)CCCn1c(=S)[nH]c2ccccc2c1=O (centres undefined)	98	104	0	109	2.6	12	2	-6	1
13	CC(=O)c1cccc(N2C(=NC(=O)CCc3ccccc3)SC3CS(=O)(=O)CC32)c1 (centres undefined)	90	107	1	107	2.6	9	-2	-3	1
14	CCCOc1ccc(C(=O)N2CCN(c3ccc(N)cc3Cl)CC2)cc1	89	96	1	94	2.4	-3	2	4	7
15	CCCNC(=O)N1CCN(S(=O)(=O)c2ccc(C)c(C)c2)CC1	91	90	3	104	0.0	1	0	6	2
16	CC(CC(=O)O)CC(=O)NNC(=O)c1cccc(Br)c1 (centres undefined)	97	102	1	106	-3.6	2	2	-7	0
17	Cc1c(C(=O)N/N=C/C(C)C)[nH]c2c([N+](=O)[O-])cccc12	136	94	0	101	-0.2	2	-5	7	-3
18	CN(C)S(=O)(=O)c1ccc(Cl)c(NC(=O)COC(=O)CCC(=O)c2cccs2)c1	87	96	0	98	1.1	2	0	4	3
19	COc1cc(NC(=S)NCCCO)c(OC)cc1Cl	103	107	42*	101	-0.6	5	5	5	-1
20	Cc1ccc(S(=O)(=O)Nc2nc3ccccc3nc2NCc2ccco2)cc1C	100	86	1	85	-2.4	15	6	8	9
21	CCN1C(=O)CSC1=Nc1ccc(OC)cc1	100	100	0	102	1.9	-4	0	-2	-4
22	O=C(CCCCn1c(=O)[nH]c2ccccc2c1=O)NCc1ccc2c(c1)OCO2	101	100	1	102	2.2	4	-2	1	-4
23	CCC(C)c1ccc(NC(=O)Nc2cccnc2)cc1 (centres undefined)	108	95[may fluoresce green]	4	113[may fluoresce green]	3.9	-5	8	22	20
24	CC(=O)Nc1ccc(S(=O)(=O)NCC2CCC(C(=O)NCCCN(C)Cc3ccccc3)CC2)cc1 (centres undefined)	79	105	3	112	1.6	11	-1	4	1
25	CCOC(=O)c1cnn(-c2ncnc3c2cnn3C)c1N	90	nt	3	nt	0.9	-7	1	-3	0
26	C/C(=N\NC(=O)C(O)c1ccccc1)c1ccc(Cl)cc1 (centres undefined)	103	106	0	100	-1.5	7	7	10	1
27	COc1ccc(CN2CC(=O)N(c3ccccc3C)C2=S)cc1OC	73	104	3	102	0.9	-17	8	-4	-3
28	COCCN1C(=O)N(c2cccc(C)c2)C(=O)C1CC(=O)Nc1cc(OC)cc(OC)c1 (centres undefined)	110	105	1	108	0.2	4	1	11	3
29	Cc1ccc2nc(C(F)(F)F)c(C#N)c(N)c2c1	102	99	0	101	-0.5	15	10	-10	-13
30	CC1CC(C)CN(C/C=C/c2ccccc2[N+](=O)[O-])C1 (centres undefined)	92	98	0	92	-0.3	5	2	2	0

# The last 2 records of the section before lead into the next.
nr	SMILES	CR mimetic SO	AGP1-GFP MLPCN	GRK2 inh	CIT2-GFP yeast	MEX-5 binding	VLA-4 inh	GLD-1 RNA inh	MCL1 BIM primary	BCLXL inh
29	Cc1ccc2nc(C(F)(F)F)c(C#N)c(N)c2c1	102	99	0	101	-0.5	15	10	-10	-13
30	CC1CC(C)CN(C/C=C/c2ccccc2[N+](=O)[O-])C1 (centres undefined)	92	98	0	92	-0.3	5	2	2	0
31	O=C(COc1ccc(-c2ccccc2)cc1)N1CCN(S(=O)(=O)Cc2ccccc2)CC1	96	105	0	97	3.1	6	6	1	6
32	CCOC(=O)c1csc(NC(=O)CN2CCN(C)CC2)n1	101	106	0	106	1.0	0	-1	-5	1
33	Cc1ccc(S(=O)(=O)Nc2nc(C)c(C(=O)NN)s2)cc1	86	102	0	107	5.0	-2	5	7	7
34	Cn1c(NC(=O)c2ccccc2F)c(-c2cccs2)c(=O)c2ccccc21	102	96	0	92	-0.8	-4	2	6	-2
35	COc1ccc(-c2nc(CS(=O)CC(=O)NCc3ccc(C)cc3)c(C)o2)cc1OC (centres undefined)	128	103	4	103	2.6	-2	3	4	0
36	CCOC(=O)/C=C/c1ccc2c(c1)S(=O)(=O)N(c1cccc(OC)c1)[C@H]2CC(=O)OCC	110	90	0	98	-2.8	2	-2	8	4
37	CN(CCCC(=O)NCc1ccc2c(c1)OCO2)S(=O)(=O)c1ccc([N+](=O)[O-])cc1	104	100	2	99	0.2	32	6	-1	4
38	COc1ccc2c(c1)oc(=O)c1ccccc12	102	95	3	108	-0.9	-2	12	0	9
39	CCN(CC(=O)Nc1ccc2c(c1)OCCO2)C(=O)/C=C/c1cccc(OC)c1OC	107	97	1	84	-1.0	5	7	4	1
40	O=C(Nc1ccccc1)c1ccc(CSc2ccccn2)cc1	95	96	0	95	-2.3	8	3	7	3
41	N#Cc1ccccc1OCC(=O)Nc1ccccc1C(=O)NC1CC1	111	110	0	102	-1.6	11	7	-3	3
42	O=C(COC(=O)c1cc2ccccc2cc1O)c1ccccc1	98	115	0	106	-0.2	12	-2	3	2
43	O=C(CONS(=O)(=O)c1ccc(Cl)cc1)NCCNc1ncc(C(F)(F)F)cc1Cl	101	97	0	99	-0.2	0	5	-11	-1
44	Fc1ccc(CNC(=S)NC2CCCCC2)cc1	88	100	2	107	1.0	4	1	7	-3
45	COC(=O)c1c(NC(=O)COC(=O)c2ccccc2O)sc2c1CCCCC2	84	98	3	97	0.6	3	-4	0	-4
46	COc1ccc(S(=O)(=O)N2CCCCC2)cc1NC(=S)Nc1ccccc1	99	100	0	96	1.7	-2	-2	6	4
47	Cc1cc2nc(CCN(Cc3cccnc3)C(=S)Nc3ccccc3)[nH]c2cc1C	93	100	1	95	1.5	-12	1	0	5
48	CN(c1ccccc1)S(=O)(=O)c1cccc(C(=O)Nc2ncn[nH]2)c1	85	110	0	97	-0.2	9	-1	4	1
49	O=C(CSc1nnc(-c2ccccc2)n1Cc1ccccc1)NNC(=O)c1ccccc1O	92	101	0	95	-0.1	21	2	6	4
50	Cc1ccc(NC(=O)COc2ncnc3ccccc23)cc1S(=O)(=O)N1CCOCC1	116	102	3	96	-2.1	9	2	-9	-2
51	CCCn1nnc(NC(=O)c2ccc([N+](=O)[O-])cc2Cl)n1	69	104	2	114	1.6	-19	2	7	6
52	Cc1onc(-c2ccccc2Cl)c1C(=O)N[C@@H](C)c1ccccc1	87	107	1	99	2.5	8	4	3	1
53	Cc1ccc(S(=O)(=O)N2CCC(C(=O)N[C@@H](C)C(=O)NC3CCS(=O)(=O)C3)CC2)cc1 (some centres undefined)	104	86	0	108	-1.6	6	-1	-7	3
54	COc1cccc(C(=O)OCC(=O)Nc2ccc(N3CCOCC3)cc2)c1	72	96	2	89	nt	-56	6	-1	-1
55	CC1(C)CC(=O)C(C=NCCN2CCN(CCc3ccccc3)CC2)=C(O)C1	85	92	0	96	-1.9	-4	-2	-15	-10
56	Cc1ccc(C(=O)NC2=NCCS2)cc1	92	101	1	100	-1.3	-1	4	0	0
57	Cc1ccc(S(=O)(=O)N(Cc2ccc(F)cc2)C(=O)N2CCN(C)CC2)cc1	111	101	2	92	-1.4	9	-2	-6	1
58	CSc1ncccc1C(=O)Nc1ccc(OC(F)(F)F)cc1	84	103	1	105	1.1	18	5	-4	2
59	Cc1ccccc1OC1CCN(C(=O)C2CCC(=O)N(C3CCCC3)C2)CC1 (centres undefined)	82	105	0	100	-0.2	-20	3	2	2
60	CCOC(=O)c1[nH]c(C)c(/C(O)=C2\C(=O)C(=O)N(CCCN(CC)CC)C2c2cccnc2)c1C (centres undefined)	115	102	2	107	1.2	-13	8	5	9
61	Cc1ccccc1OCCC(=O)Nc1ccccc1C(=O)NC1CC1	98	103	1	94	1.1	-19	7	-2	-4
62	Cc1cc(C)nc(-n2ncc3c2CC(c2ccc(F)cc2)CC3=O)n1 (centres undefined)	112	96	1	90	1.6	1	-3	3	1

# Entries from the list above that contain a Cl atom (eight):
nr	SMILES	CR mimetic SO	AGP1-GFP MLPCN	GRK2 inh	CIT2-GFP yeast	MEX-5 binding	VLA-4 inh	GLD-1 RNA inh	MCL1 BIM primary	BCLXL inh
7	O=C(CN1C(=O)NC2(CCCC2)C1=O)OCCOc1ccc(Cl)cc1Cl	106	104	0	101	-1.6	-1	-13	6	0
14	CCCOc1ccc(C(=O)N2CCN(c3ccc(N)cc3Cl)CC2)cc1	89	96	1	94	2.4	-3	2	4	7
18	CN(C)S(=O)(=O)c1ccc(Cl)c(NC(=O)COC(=O)CCC(=O)c2cccs2)c1	87	96	0	98	1.1	2	0	4	3
19	COc1cc(NC(=S)NCCCO)c(OC)cc1Cl	103	107	42*	101	-0.6	5	5	5	-1
26	C/C(=N\NC(=O)C(O)c1ccccc1)c1ccc(Cl)cc1 (centres undefined)	103	106	0	100	-1.5	7	7	10	1
43	O=C(CONS(=O)(=O)c1ccc(Cl)cc1)NCCNc1ncc(C(F)(F)F)cc1Cl	101	97	0	99	-0.2	0	5	-11	-1
51	CCCn1nnc(NC(=O)c2ccc([N+](=O)[O-])cc2Cl)n1	69	104	2	114	1.6	-19	2	7	6
52	Cc1onc(-c2ccccc2Cl)c1C(=O)N[C@@H](C)c1ccccc1	87	107	1	99	2.5	8	4	3	1
